Screening results from PubChem BioAssay.
AMA1 RON2 block: disrupts binding of P. falciparum AMA1 to RON2 | AlphaScreen AMA1-biotinylated RON2 peptide binding | Potency, µM (series often up to 58.2 µM), without a hit: at the top dose activity change, negative = inhibition, usual class: inhibitors | 0.2% of 360,000 active | AID 720542;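 note: potency is the fitted concentration of half-maximal effect; 0% = vehicle wells and -100% = peptide control; nearly all actives have a fitted effect of over 45% in size; some results filed as inactive show a strong effect at the top dose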
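AMA1 (3D7) with his tag at 25 nM final met compounds first, then biotinylated RON2 peptide at 25 nM; detection used donor plus acceptor beads, 10 µg/mL apiece, read by AlphaScreen after 30 min at room temperature.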
Sm TGR inh: inhibitors of Schistosoma mansoni thioredoxin glutathione reductase. Q962Y6. purified TGR, DTNB reduction, TNB absorbance 405 nm. Potency, µM (doses to about 114 µM), for inactives: top-dose activity change, negative = inhibition, hits mostly inhibitors. 3% of 360,000 active. AID 485364; note: potency is the fitted concentration of half-maximal effect; nearly all actives have a fitted effect of over 60% in size
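First, TGR (20 nM dispensed) and NADPH were mixed with compound. Second, a 15 min room-temperature incubation followed. Third, further NADPH and then DTNB were added to start the reaction. Finally, TNB absorbance was monitored kinetically.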
AmpC inh detg: inhibitors of E. coli AmpC beta-lactamase with detergent | P00811 | AmpC hydrolysis of nitrocefin, absorbance 480 nm, 0.01% Triton | Potency, µM (highest dose often 114 µM), without a hit: top-dose activity change, negative = inhibition, hits mostly inhibitors | 0.041% of 370,000 active | AID 485294;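 note: potency is the fitted concentration of half-maximal effect; 0% = no-compound wells and -100% = no-enzyme wells; nearly all actives have a fitted effect of over 25% in size; some results filed as inactive show a strong effect at the top dose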
Target sequence (P00811 whole entry, looked up): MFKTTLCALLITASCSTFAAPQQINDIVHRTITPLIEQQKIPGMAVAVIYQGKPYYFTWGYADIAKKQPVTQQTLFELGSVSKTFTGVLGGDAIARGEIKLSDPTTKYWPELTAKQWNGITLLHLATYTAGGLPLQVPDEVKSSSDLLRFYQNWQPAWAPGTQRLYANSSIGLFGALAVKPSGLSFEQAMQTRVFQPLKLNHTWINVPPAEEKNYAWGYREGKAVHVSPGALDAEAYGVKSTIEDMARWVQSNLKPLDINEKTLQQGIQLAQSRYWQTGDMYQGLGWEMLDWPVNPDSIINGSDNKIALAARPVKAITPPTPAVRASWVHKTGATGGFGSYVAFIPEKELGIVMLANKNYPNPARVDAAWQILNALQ
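AmpC (5.3 nM in the dispensed reagent) in 20 mM phosphate pH 7.0 with 0.01% (detergent screen) or 0.0001% Triton X-100 was preincubated with compounds for 15 min at room temperature. Nitrocefin was then added from an 800 uM solution, and hydrolysis was followed at 480 nm.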
FBPA Giardia inh: Giardia lamblia aldolase inhibition; A8B2U2; purified Giardia FBPA; Potency, µM (titrated, usually from 59.6 µM), without a hit: at the top dose activity, negative = inhibition, hits mostly inhibitors; 0.71% of 290,000 active; AID 2451; note: potency is the fitted concentration of half-maximal effect; nearly all actives have a fitted effect of over 55% in size
Target sequence (A8B2U2 whole entry, looked up): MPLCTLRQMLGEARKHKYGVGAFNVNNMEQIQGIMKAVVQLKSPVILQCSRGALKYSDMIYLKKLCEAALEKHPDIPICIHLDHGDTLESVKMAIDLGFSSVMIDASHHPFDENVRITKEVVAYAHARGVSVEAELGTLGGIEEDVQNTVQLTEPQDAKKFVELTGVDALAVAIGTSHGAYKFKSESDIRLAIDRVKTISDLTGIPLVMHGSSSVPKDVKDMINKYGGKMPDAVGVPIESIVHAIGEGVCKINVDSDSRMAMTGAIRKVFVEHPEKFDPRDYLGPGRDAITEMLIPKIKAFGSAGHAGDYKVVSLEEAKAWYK
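40 nM FBPA preincubated 10 min at RT with compound (up to 57.5 uM final), then substrate plus GAPDH/TPI/NAD/arsenate coupling and diaphorase/resazurin added. Fluorescence read after 20 min at RT, 525/598 nm.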
AmpC inh no detg: AmpC beta-lactamase inhibition without detergent. P00811. Potency, µM (highest dose often 57.1 µM), for the others: top-dose activity change, negative = inhibition, actives largely listed as inhibitors. AID 485341. 0.52% of 330,000 active. AmpC nitrocefin hydrolysis, absorbance 480 nm, 0.0001% Triton;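 note: potency is the fitted concentration of half-maximal effect; plate controls were no compound for no effect and no enzyme for full effect; nearly all actives have a fitted effect of over 20% in size; some results filed as inactive show a strong effect at the top dose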
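AmpC (5.3 nM in the dispensed reagent) in 20 mM phosphate pH 7.0 with 0.01% (detergent screen) or 0.0001% Triton X-100 was preincubated with compounds for 15 min at room temperature. Nitrocefin was then added from an 800 uM solution, and hydrolysis was followed at 480 nm.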
HCMV inh: blocks human cytomegalovirus replication. HFF cells, HCMV-luciferase reporter, 72 h; hits give low values. activity change, negative = inhibition, % at 57.5 µM. 4.5% of 410,000 active. AID 1259415; in the data active = activity change below about -60%; inconclusive = no clear call, values can overlap the other calls; inactive = above about -39%
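Human foreskin fibroblasts infected with luciferase-reporter HCMV at MOI 1 PFU/cell, compounds at two doses. Luciferase measured 72 h post infection; normalized to buffer-only basal and Salinomycin (10uM) controls.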
* = called active by the depositor; ? = inconclusive; / = not tested or not shown; [ ] = dose if it differs, or a comment. Unless noted, calls come from the whole dose curve; as a rule, active = well fitted curve in the direction sought with a large enough effect; inconclusive = small, poorly fitted or top-dose-only effect, or another doubt; inactive = no such curve, though single readings can be large; an effect the other way counts as inactive or inconclusive. Unless noted, % is set by controls: 0 for no effect and ±100 for the full control effect.

The first four compounds (preview)
Assay codes: A = AMA1 RON2 block; B = Sm TGR inh; C = AmpC inh detg; D = FBPA Giardia inh; E = AmpC inh no detg; F = HCMV inh
CC(C)(C)c1nnc(NC(=O)CCS(=O)(=O)Cc2ccccc2)s1
  A: -13%; B: -30%; C: 5%; D: -5%; E: 0%; F: -30

CCn1c(-c2ccccc2)ccc(C#N)c1=O
  A: 52%[activator]; B: -3%; C: -9%; D: 9%; E: -12%; F: 19

Cc1ccc(N(C)S(=O)(=O)c2cccc(C(=O)NCC(c3cccs3)N3CCOCC3)c2)cc1 (centres undefined)
  A: -4%; B: 4%; C: -16%; D: /; E: 120%[activator]; F: -11

COCCCNS(=O)(=O)c1ccc(C)cc1
  A: -3%; B: 14%; C: -2%; D: 2%; E: 6%; F: -8

Main list, repeating the preview:
Assay codes: A = AMA1 RON2 block; B = Sm TGR inh; C = AmpC inh detg; D = FBPA Giardia inh; E = AmpC inh no detg; F = HCMV inh
CC(C)(C)c1nnc(NC(=O)CCS(=O)(=O)Cc2ccccc2)s1
  A: -13%; B: -30%; C: 5%; D: -5%; E: 0%; F: -30

CCn1c(-c2ccccc2)ccc(C#N)c1=O
  A: 52%[activator]; B: -3%; C: -9%; D: 9%; E: -12%; F: 19

Cc1ccc(N(C)S(=O)(=O)c2cccc(C(=O)NCC(c3cccs3)N3CCOCC3)c2)cc1 (centres undefined)
  A: -4%; B: 4%; C: -16%; D: /; E: 120%[activator]; F: -11

COCCCNS(=O)(=O)c1ccc(C)cc1
  A: -3%; B: 14%; C: -2%; D: 2%; E: 6%; F: -8

COc1cccc(C(=O)NCCS(=O)(=O)NCC2CCCO2)c1 (centres undefined)
  A: -6%; B: 1%; C: -13%; D: /; E: -12%; F: -12

CN=c1scc(C)n1/N=C/c1ccc2c(c1)OCO2
  A: ?; B: -21%; C: ?; D: -1%; E: -8%; F: 18

Cn1c(=O)c2[nH]c(-c3cccnc3)nc2n(C)c1=O
  A: 2%; B: -2%; C: 0%; D: ?; E: 9%; F: 22

CN(C)S(=O)(=O)c1ccc(Nc2ccc(-c3ccc4c(c3)OCCO4)nn2)cc1
  A: -6%; B: 14%; C: 1%; D: -2%; E: -21%; F: -6

CC(C)c1ccc(S(=O)(=O)N2CCC(C(=O)N3CCC3)CC2)cc1
  A: 22%; B: 1%; C: ?; D: /; E: 17%; F: -16

Cc1cccc(-c2nc3ccccc3n2Cc2ccccc2)c1
  A: /; B: 1%; C: 23%; D: /; E: /; F: -19

COc1ccc(N(CC(=O)N/N=C/c2cccs2)S(=O)(=O)c2ccccc2)cc1
  A: -2%; B: 11%; C: 3%; D: 3%; E: ?; F: -67*

COc1ccc(S(=O)(=O)Nc2ccc3c(c2)OCO3)cc1OC
  A: 12%; B: -10%; C: -2%; D: -4%; E: -22%; F: 36

COc1ccc2[nH]c(=O)c(CN(C(=O)c3ccccn3)C3CCCCC3)cc2c1
  A: 0%; B: ?; C: ?; D: -9%; E: -6%; F: 42

CN(C(=S)NC(=O)c1ccc(Br)o1)c1ccccc1
  A: 54%[activator]; B: -17%; C: -3%; D: -23%; E: -26%; F: 51

CC(C)CNC(=O)c1cccc(NC(=O)c2ccc(NC(=O)c3ccco3)cc2)c1
  A: 8%; B: 5%; C: 1%; D: -3%; E: -12%; F: ?

CCCCN1C(=O)C(=O)N(CC(=O)c2ccc[nH]2)C1=O
  A: 4%; B: -10%; C: ?; D: /; E: -9%; F: -24

CC(=O)NCCC(=O)Nc1cc(S(=O)(=O)Nc2ccc(Cl)cc2)ccc1N1CCCC1
  A: 3%; B: 4%; C: -2%; D: -5%; E: 51%; F: 80

CCN(CC)S(=O)(=O)c1c(Br)cc(C)cc1Br
  A: 17%; B: -1%; C: -2%; D: -19%; E: -29%; F: -17

CCC(C)(C#CCN1CCCCC1)OCCC#N (centres undefined)
  A: 20%; B: 40µM*; C: 6%; D: -3%; E: 1%; F: 7

Cc1cc(C)c([N+](=O)[O-])cc1NC(=O)CCSc1ccccc1Cl
  A: 6%; B: 3%; C: -9%; D: 1%; E: -27%; F: 26

CCOC(=O)c1c(S(=O)(=O)NCC(=O)N2CCN(c3cccc(Cl)c3)CC2)c(C)n(C)c1C
  A: /; B: -4%; C: 3%; D: /; E: /; F: -21

Cc1ccc2nc(-c3cccnc3SCC(=O)N3c4ccccc4CC3C)[nH]c2c1 (centres undefined)
  A: 18%; B: -1%; C: 1%; D: 0%; E: -42%; F: 43

CCc1ccc(Nc2nnc(SC3CCOC3=O)s2)cc1 (centres undefined)
  A: -15%; B: -12%; C: -7%; D: 3%; E: -25%; F: -20

COC(=O)c1cc(S(=O)(=O)N(C)C2CCCCC2)cn1C
  A: -1%; B: -10%; C: 4%; D: /; E: -33%; F: -18

Cc1cc(NC(=O)c2cc(-c3cccs3)on2)nn1Cc1ccc(Cl)cc1
  A: -1%; B: -1%; C: 3%; D: 0%; E: -13%; F: -28

COc1ccc(-n2nc3cc(C)c(NC(=O)Cc4ccc(Cl)cc4)cc3n2)cc1
  A: /; B: 0%; C: 11%; D: /; E: /; F: 35

Cc1ccc(N/C(N)=N/c2nc(C)cc(C)n2)cc1
  A: 13%; B: 0%; C: -12%; D: 4%; E: -36%; F: -4

CCC(C)NC(=O)CNC(=S)N(Cc1ccccc1)Cc1cccnc1 (centres undefined)
  A: 2%; B: -6%; C: 0%; D: 2%; E: 0%; F: 0

N/C(=N\OS(=O)(=O)c1ccc(Br)cc1)c1ccncc1
  A: -4%; B: 4%; C: ?; D: -3%; E: -15%; F: -14

NS(=O)(=O)c1cc(C(=O)Nc2ccc3c(c2)OCCCO3)ccc1Cl
  A: -7%; B: 2%; C: -2%; D: -2%; E: -20%; F: -34

COC(=O)c1ccc(CN(c2ccc(C)cc2)S(=O)(=O)c2ccc3c(c2)OCCO3)o1
  A: -1%; B: 12%[11.4 µM]; C: -12%; D: 1%; E: -10%; F: -34

CCn1nc(C)cc1C(=O)N(C)C1CCCN(Cc2ccccc2F)C1 (centres undefined)
  A: 9%; B: -22%; C: -4%; D: 2%; E: -1%; F: 7

CCOCCCNC(=O)c1ccc(-c2nc(CS(=O)(=O)c3ccccc3)c(C)o2)cc1
  A: /; B: ?; C: -5%; D: /; E: /; F: -14

O=C(c1ccc(C#CC2(O)CCCCC2)cc1)N1CCOCC1
  A: 0%; B: 5%; C: 9%; D: -4%; E: 30%; F: 58

CCc1nc(SCC(=O)Nc2ccc(F)cc2)c2c(=O)n(C)c(=O)n(C)c2n1
  A: 14%; B: 0%; C: -10%; D: 3%; E: -2%; F: 9

Cc1nn(CCN)c(C)c1Cl
  A: 3%; B: 0%; C: 1%; D: -1%; E: -10%; F: -7

COc1ccc2c(COC(=O)[C@@H]3CCCN3S(=O)(=O)c3ccc(Cl)cc3)cc(=O)oc2c1
  A: -13%; B: -9%; C: ?; D: /; E: -18%; F: 15

CCOC(=O)c1c(NC(=O)C2CC2)sc2c1CC(C)(C)OC2
  A: 1%; B: 16%; C: -1%; D: 3%; E: -18%; F: -16

CC(=O)Nc1ccc(C(=O)OCC(=O)c2cccc([N+](=O)[O-])c2)cc1
  A: 4%; B: -1%; C: -9%; D: 0%; E: -18%; F: ?

COc1ccccc1C(=O)COC(=O)/C(=C/c1ccccc1)NC(C)=O
  A: 18%; B: -24%; C: -4%; D: /; E: -12%; F: -30

Cc1ccc([N+](=O)[O-])cc1S(=O)(=O)N1CCn2cccc2C1c1ccccc1F (centres undefined)
  A: /; B: -33%; C: 3%; D: /; E: /; F: 5

CC(C)CC(Nc1ncnc2scc(-c3ccccc3)c12)C(=O)O (centres undefined)
  A: -1%; B: 1%; C: 0%; D: 11%; E: -25%; F: 30

CC(=O)Nc1cccc(-c2nnc(SCC(=O)c3cc([N+](=O)[O-])ccc3Cl)o2)c1
  A: /; B: -22%; C: -3%; D: /; E: /; F: ?

COc1ccc(C)cc1NC(=O)CCCN1C(=O)C(c2ccccc2)Oc2cccnc21 (centres undefined)
  A: -4%; B: -10%; C: -1%; D: /; E: 3%; F: -26

Clc1ccc(-c2ccccc2)cn1
  A: -1%; B: -4%; C: -2%; D: /; E: -14%; F: -3

CC(C)C(=O)Nc1cccc(-c2cnc3ccccc3n2)c1
  A: -1%; B: -3%; C: -13%; D: -4%; E: -7%; F: 43

CC(C)(C)C1CCC(=NNC(=O)c2ccccc2-n2cccc2)CC1 (centres undefined)
  A: 11%; B: -7%; C: 2%; D: 0%; E: -17%; F: 13

O=C(CN=C1NS(=O)(=O)c2ccccc21)OCC(=O)c1cc(F)ccc1F
  A: 8%; B: 2%; C: 0%; D: 1%; E: -9%; F: 10

COc1cccc(CC(NC(C)=O)C(=O)NC2CCN(c3c(Cc4ccccc4)c(C)nc4ncnn34)CC2)c1 (centres undefined)
  A: 9%; B: 18%; C: 0%; D: 8%; E: 312%[activator]; F: ?

CCn1c(COc2ccccc2C)nnc1SCC(=O)Nc1ccc2c(c1)OCCO2
  A: 1%; B: 7%; C: -2%; D: -2%; E: -12%; F: -11

Next section:
Assay codes: A = AMA1 RON2 block; B = Sm TGR inh; C = AmpC inh detg; D = FBPA Giardia inh; E = AmpC inh no detg; F = HCMV inh
Cc1ccc(CN(Cc2ccco2)C(=O)COc2ccc(C(C)C)cc2)cc1
  A: /; B: -6%; C: -6%; D: /; E: /; F: 8

CC(=O)NCCc1nc2cc(NC(=O)c3ccc(Cl)cc3)ccc2n1C
  A: 15%; B: 32%; C: -10%; D: 1%; E: 48%; F: 60

Cc1ccc(C(=O)C2CCN(CC(=O)NCc3ccc(F)cc3)CC2)cc1
  A: 10%; B: 24%; C: 0%; D: /; E: 83%[activator]; F: -24

Cc1ccccc1-n1c(SC/C(O)=C(\C#N)c2nc3ccccc3[nH]2)nnc1-c1ccncc1
  A: 103%[activator]; B: -20%; C: -19%; D: 19%; E: -3%; F: 14

NC(=O)CC(NC(=O)Cc1ccc(Cl)cc1)c1ccc(NCc2ccccc2)c([N+](=O)[O-])c1 (centres undefined)
  A: -1%; B: -12%; C: 5%; D: -1%; E: -10%; F: 5

CCN(CC)C(=S)Nc1c(C)n(C)n(-c2ccccc2)c1=O
  A: -2%; B: -11%; C: -14%; D: -1%; E: -7%; F: -19

CCCCCNS(=O)(=O)c1ccc(N2CCCCS2(=O)=O)cc1
  A: /; B: 41%[activator]; C: -8%; D: /; E: /; F: ?

O=C(CCC(=O)c1cccs1)Nc1ccc(N2CCCCC2)cc1
  A: -29%; B: -31%; C: -1%; D: -4%; E: -39%; F: -36

CC1(C)O[C@@H]1COc1c2ccoc2cc2oc(=O)ccc12
  A: -1%; B: -7%; C: -19%; D: -1%; E: -9%; F: -1

CCOC(=O)c1ccc(Nc2ncnc3nc[nH]c23)cc1
  A: 0%; B: 2%; C: ?; D: 2%; E: -15%; F: -8
